CHO parental Ca: counter-screen for OX1R antagonists: effect in parental CHO cells | parental CHO-K1, ATP-induced calcium, Fluo-8 fluorescence | inhibition, % at 5.6 µM | actives 0.63% (n = 330,000);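 active = inhibition above that plate's mean sample inhibition plus 3 SD, cut at about 26% in these data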;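 note: 0% = ATP-challenged DMSO wells and 100% = DMSO wells without ATP; some compounds past the cut are filed as inactive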
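Material: Parental CHO cells | Reagent: ATP | Compound dosing: Single nominal dose of 5.6 µM per compound | Detection: Intracellular calcium via Fluo-8 no-wash fluorescent dye | Read-out: % inhibition of ATP-induced calcium mobilization | Benchmarks: Low control ATP plus DMSO, high control DMSO only | Replicates: Singlicate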
TAAR1 antag: antagonists of human TAAR1; actives 1.5% (n = 360,000); CHO RD-HGA16 TAAR1, Fluo-8 calcium fluorescence, antagonist; inhibition, % at 3 µM; Q96RJ0; AID 624466;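 active = inhibition above a per-plate cutoff, the mean inhibition of test compounds on that plate plus 3 SD, cut at about 49% in these data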;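 note: 0% = DMSO plus EC80 beta-PEA response and 100% = DMSO alone without agonist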
Target sequence (Q96RJ0 whole entry, looked up): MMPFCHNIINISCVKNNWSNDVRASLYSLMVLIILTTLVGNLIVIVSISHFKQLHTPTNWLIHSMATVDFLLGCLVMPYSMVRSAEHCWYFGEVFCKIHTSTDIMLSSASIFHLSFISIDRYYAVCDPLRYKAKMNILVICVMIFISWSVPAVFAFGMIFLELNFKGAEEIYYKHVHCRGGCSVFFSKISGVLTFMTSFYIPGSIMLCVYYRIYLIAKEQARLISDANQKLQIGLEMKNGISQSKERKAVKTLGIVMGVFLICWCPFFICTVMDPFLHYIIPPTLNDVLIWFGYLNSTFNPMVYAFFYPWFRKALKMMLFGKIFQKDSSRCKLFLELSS
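Test system: hTAAR1-expressing CHO RD-HGA16 cells, Gα16-coupled; Probe or stimulus: EC80 β-phenethylamine stimulus; Compound dosing: single nominal final test compound concentration of 3 µM; Timing: 140 s kinetic read after compound, 140 s after agonist; Signal: Fluo-8 calcium-sensitive fluorescence; Measure: % inhibition of agonist calcium response; Controls: DMSO and EC80 PEA controls.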
M1 antag: human CHRM1 antagonism; CHO-K1 hM1, Fluo-8 calcium fluorescence, ACh EC80 antagonist; AID 588852; inhibition, % at 3 µM; actives 1.3% (n = 360,000); P11229;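 active = percent inhibition above its own plate's cutoff, namely the mean of that plate's compound wells plus 3 SD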;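 note: peak over basal fluorescence ratio during 140 s after agonist addition; 0% = ACh EC80 plus DMSO and 100% = DMSO alone without agonist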
Target sequence (P11229 whole entry, looked up): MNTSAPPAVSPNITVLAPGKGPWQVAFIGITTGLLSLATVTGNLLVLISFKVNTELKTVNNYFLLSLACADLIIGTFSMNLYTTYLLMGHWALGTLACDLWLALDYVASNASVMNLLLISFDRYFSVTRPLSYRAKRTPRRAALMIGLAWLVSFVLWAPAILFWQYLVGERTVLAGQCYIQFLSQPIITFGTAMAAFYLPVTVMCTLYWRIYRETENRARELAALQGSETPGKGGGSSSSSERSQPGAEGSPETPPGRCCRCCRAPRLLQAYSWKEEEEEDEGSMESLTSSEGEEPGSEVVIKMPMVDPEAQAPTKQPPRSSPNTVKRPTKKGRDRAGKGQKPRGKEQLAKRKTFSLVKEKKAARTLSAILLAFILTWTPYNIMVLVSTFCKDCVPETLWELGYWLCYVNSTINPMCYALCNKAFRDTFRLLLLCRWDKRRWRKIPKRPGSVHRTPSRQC
TAAR1 agonist: agonists of human TAAR1 | CHO RD-HGA16 TAAR1, Fluo-8 calcium fluorescence; vehicle wells 0%, saturating PEA agonist 100% | activation, % at 3 µM | Q96RJ0 | AID 624467 | actives 0.99% (n = 360,000);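 active = activation above the mean activation of all test compounds in the run plus 3 SD, cut at about 38% in these data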
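Test system: RD-HGA16 (CHO) cells co-expressing Gα16 and hTAAR1; dosing: one-point dosing at 3 µM (nominal); timing: 17-24 h seeding, 75 min 37 °C dye, 30 min RT; signal: kinetic Fluo-8 calcium fluorescence; read-out basis: % activation relative to PEA EC100 response; controls: DMSO and PEA EC100; replicates: n 1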
OXTR potentiate: human OXTR potentiation; activation, % at 3 µM; P30559; AID 2445; CHO-OTR cells, Fluo-8 calcium fluorescence, potentiator mode; 0% = oxytocin EC15, 100% = EC100; actives 0.061% (n = 320,000);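 active = activation above that plate's cutoff, the mean activation of tested compounds plus 3 SD, cut at about 6.6% in these data, passing the limit was not always enough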;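 note: 100% uses oxytocin at 75 nM as the full agonist control; some results filed as inactive read as strong as hits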
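Assay system: CHO cell line stably expressing human OTR. Reagent: EC15 oxytocin agonist. Dosing: single dose, 3.0 µM nominal final compound concentration. Timing: compound 6 min at room temperature before oxytocin, 100 s read. Signal: kinetic Fluo-8 calcium fluorescence. Controls: oxytocin EC15 low and EC100 high.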
CHO-K1 Ca PAM: counter-screen for M1 PAMs: effect in parental CHO-K1 cells. AID 602247. actives 0.02% (n = 360,000). activation, % at 3 µM. ATP EC20, Fluo-8 calcium fluorescence; 0% at ATP EC20, 100% at ATP max;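 active = activation above the run cutoff, the mean activation of all test compounds plus 3 SD, cut at about 40% in these data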;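 note: peak over basal fluorescence ratio in a 140 s read after ATP addition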
M1 ag: activates human CHRM1 receptor | actives 0.33% (n = 360,000) | CHO-K1 hM1, Fluo-8 calcium fluorescence, agonist mode; 0% DMSO, 100% acetylcholine EC100 | P11229 | AID 588814 | activation, % at 3 µM;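 active = activation above the run's mean compound activation plus 3 SD, cut at about 16% in these data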;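 note: peak over basal fluorescence ratio within a 140 s kinetic read after compound addition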
CHO-K1 Ca antag: M1 antagonist counterscreen hit in parental CHO-K1 cells. inhibition, % at 3 µM. AID 602250. ATP-induced calcium, Fluo-8 fluorescence. actives 0.6% (n = 360,000);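 active = inhibition above a per-plate cutoff, the plate's mean sample inhibition plus 3 SD, cut at about 24% in these data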;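 note: 0% = DMSO plus EC80 ATP and 100% = DMSO alone without ATP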
CHO-K1 Ca ag: nonselective activator or artifact in parental CHO-K1 cells | Fluo-8 calcium fluorescence; scaled to maximal ATP response, vehicle zero | activation, % at 3 µM | actives 0.48% (n = 360,000) | AID 602248; in the data active = activation above about 15%;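 note: untransfected CHO-K1 host cells lacking M1 receptor as counterscreen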
Numbers without * were called inactive.

No. | structure | CHO parental Ca | TAAR1 antag | M1 antag | TAAR1 agonist | OXTR potentiate | CHO-K1 Ca PAM | M1 ag | CHO-K1 Ca antag | CHO-K1 Ca ag
1 | CCOC(=O)C1(Cc2ccc(Cl)cc2)CCN(C(=O)c2cc(C)nc(C)n2)CC1 | -6 | 12 | 4 | 4 | 0 | -9 | 2 | 15 | -0.1
2 | COc1ccc(NC(=O)c2ccc3c(c2)CCN3S(=O)(=O)c2ccccc2)c(OC)c1 | -24 | -10 | 16 | 1 | 4 | 21 | -4 | -22 | 2.9
3 | Cc1ccc2nc(NC(=O)CN(C)S(=O)(=O)c3ccc(Br)s3)sc2c1 | 17 | 42 | -6 | 12 | -9 | 15 | -1 | -7 | 1.1
4 | COc1cc(OC)cc(C(=O)NCCSc2c[nH]c3ccccc23)c1 | -7 | 23 | -7 | 1 | -2 | 7 | 0 | -7 | 3.8
5 | COc1ccc(C(NCC(=O)NC(C)c2ccc(Cl)cc2)c2ccccc2)cc1 (stereo not given) | -21 | -4 | 2 | 3 | -20 | 0 | -6 | -3 | -0.7
6 | COC(=O)c1cccc(C(=O)N2CCCC(CCC(=O)N(C)CCc3ccccn3)C2)c1 (stereo not given) | -11 | -4 | 3 | 0 | -5 | -17 | -3 | 10 | 2.1
7 | CSc1ccc(CNc2nnnn2C)cc1 | -3 | 4 | -10 | 1 | -2 | 3 | -7 | -15 | 1.3
8 | Cn1c(SCc2ccccc2C#N)nc2ccccc2c1=O | 0 | 8 | -3 | 5 | -17 | 3 | -5 | -10 | 6.0
9 | CCOc1cc(C(=O)Nc2cc(OC)cc(OC)c2)ccc1OCC(=O)N1CCOCC1 | -16 | 7 | -5 | 0 | -7 | 5 | -2 | -25 | 1.2
10 | CC1CN(S(=O)(=O)c2ccc(C(=O)Nc3ccc(S(=O)(=O)Nc4nccs4)cc3)cc2)CC(C)O1 (stereo not given) | 4 | 32 | -7 | 0 | 2 | 25 | -8 | -15 | 0.9
11 | Nc1cccc2[nH]c(C(F)(F)F)nc12 | -7 | -6 | -1 | -1 | -1 | 0 | -3 | -6 | 0.3
12 | O=C1C(SC(F)(F)C(F)F)=C(C(F)(F)F)OC2C3C=CC(C3)C12 (stereo not given) | -12 | 2 | -5 | 2 | -3 | 13 | -2 | -6 | 0.8
13 | Cc1ccc(-c2csc(NC(=O)CSc3nc4ccccc4c(=O)n3CCCN(C)C)n2)cc1 | -4 | 8 | 3 | 6 | -5 | 3 | -5 | -8 | 0.2
14 | CCOC(=O)CSC(=S)NC(=O)c1ccc(OC)cc1 | -7 | -9 | -2 | 3 | -16 | -6 | 1 | 7 | 0.1
15 | CCN1CCN(S(=O)(=O)c2ccc(Cl)c(C(=O)N(C)Cc3ccc(Cl)cc3Cl)c2)CC1 | -3 | 2 | -14 | 0 | -14 | -10 | -5 | 4 | 1.0
16 | O=C(Nc1ccc(F)cc1)C1CCN(S(=O)(=O)c2ccc3[nH]c(=O)oc3c2)CC1 | 0 | -14 | -5 | 2 | -2 | 12 | -2 | -16 | 0.2
17 | COc1ccc(Nc2nnc(SCC(=O)Nc3ccc4[nH]c(=O)[nH]c4c3)s2)cc1 | -6 | -3 | -10 | 12 | -8 | 18 | -8 | -19 | 0.6
18 | COc1ccc(NC(=O)NCCc2cccc(Cl)c2)cc1OC | -2 | 22 | -10 | 0 | -8 | 14 | -8 | 4 | 0.9
19 | Cc1ccc2c(CN3CCN(S(=O)(=O)c4ccc5c(c4)OCCO5)CC3)cc(=O)oc2c1C | -31 | -18 | -2 | 3 | -10 | 9 | -2 | -9 | -0.4
20 | Cc1ccccc1C(=O)c1c[nH]c(C(=O)NCc2cccs2)c1 | -25 | 17 | 0 | 18 | 2 | 20 | -3 | -5 | 4.3
21 | CCCC(=O)Nc1nnc(-c2ccc(Cl)s2)o1 | -5 | -9 | -13 | 2 | -7 | 22 | -2 | -6 | -0.2
22 | CCOc1ccc2oc(C(=O)OCC(=O)NC(=O)NC)c(C)c2c1 | -8 | -18 | -12 | 4 | 6 | 16 | -3 | -15 | 1.1
23 | Nc1nc(SCC(=O)Nc2ccc(C(F)(F)F)cc2)[nH]c(=O)c1NC(=O)c1ccc(F)c(F)c1 | 15 | -6 | -15 | 2 | 0 | 9 | -2 | -17 | 1.8
24 | O=C(CCc1ccccc1)N1CCN(c2ccc(F)cc2)CC1 | -11 | -1 | -2 | 0 | -2 | -4 | -3 | -7 | 0.6
25 | CCCc1cc(=O)[nH]c(SCC(=O)Nc2cccc(S(=O)(=O)N3CCCCC3)c2)n1 | -11 | -10 | -7 | 1 | -3 | -1 | -4 | -6 | -0.3
26 | CCN(CC)CCCN(C(=O)c1ccco1)c1nc(-c2ccc(Cl)cc2)cs1 | -2 | 1 | 13 | 9 | -16 | 11 | -8 | -4 | 6.7
27 | Cc1ccc(S(=O)(=O)N2CCN(C(=O)COC(=O)Cc3ccc(Cl)cc3)CC2)c(C)c1 | -11 | 8 | 14 | 3 | -8 | 0 | 1 | 8 | 3.7
28 | O=C(Cc1ccccc1)NCC(=O)Nc1cccc(Cl)c1 | 2 | 7 | -17 | 2 | 2 | -2 | 0 | -11 | 1.0
29 | Cc1ccc(NC(=O)CCl)c(C)c1 | -12 | -10 | 3 | 4 | -2 | 15 | -5 | -11 | 0.2
30 | O=C(O)c1ccccc1N1C(=O)c2cccc3cccc(c23)C1=O | -3 | -5 | -21 | 2 | 2 | 4 | -1 | -10 | 0.0
31 | O=C(CNC(=O)c1cccs1)NCC(=O)OCc1ccccc1Br | -10 | -19 | 11 | 2 | -2 | 9 | -4 | 0 | 3.1
32 | Cc1ccc(NC(=O)CN2C(=O)NC3(CCCCCCC3)C2=O)cc1C | -15 | -7 | -4 | 0 | -10 | 12 | -2 | -23 | 1.0
33 | CCOc1ccc(N=Nc2cc(C(C)C)ccc2O)cc1 | -15 | -44 | -7 | 14 | -2 | 4 | -6 | 1 | 0.6
34 | CC1CCCC(NC(=S)NC(=O)c2ccco2)C1C (stereo not given) | -12 | -15 | -3 | 20 | -2 | 1 | -4 | -19 | -0.7
35 | CC(=O)N1CCc2c(sc(NC(=O)CS(=O)(=O)c3ccc(F)cc3)c2C(N)=O)C1 | 4 | -23 | -8 | 1 | -7 | 12 | 0 | 2 | 0.9
36 | O=C(CSc1nccn(-c2ccc(Br)cc2)c1=O)Nc1ccccc1F | -2 | -14 | 2 | -1 | -6 | 1 | -1 | -4 | 3.1
37 | CN(CCO)c1ncnc2nc[nH]c12 | -4 | -3 | -1 | 2 | 1 | 1 | 1 | 7 | -0.4
38 | Cc1nc(CC(=O)NNS(=O)(=O)c2ccc3ccccc3c2)cs1 | -6 | 12 | -10 | 1 | 3 | 9 | -8 | -7 | 0.5
39 | C/C(=N/NC(=O)CNC(=O)c1ccco1)c1ccc(Cl)cc1 | -6 | 4 | -2 | 2 | -8 | 0 | -3 | -18 | 0.4
40 | COc1ccc2c(c1)CCc1c(C(=O)NCCCn3ccnc3)noc1-2 | -12 | -2 | -4 | 23 | -5 | 11 | -10 | -12 | 0.9
41 | Cc1cccc(N2CC(C(=O)Nc3ccc4c(c3)OCO4)CC2=O)c1C (stereo not given) | -17 | 7 | -8 | 11 | -14 | 19 | -3 | 1 | 6.2
42 | CC(=O)Nc1ccc(S(=O)(=O)N(C)CC(=O)OCC(=O)c2cc(C)n(-c3ccc4c(c3)OCO4)c2C)cc1 | -15 | 56* | 4 | 11 | -6 | -6 | -6 | 0 | 3.3
43 | CC(C)c1ccccc1NC(=O)COC(=O)c1cc(=O)[nH]c(=O)[nH]1 | 4 | 8 | -12 | 10 | -11 | 9 | -6 | 6 | -0.2
44 | Cc1ccc(NS(=O)(=O)c2ccc3c(c2)n(C)c(=O)c(=O)n3C)c(C)c1 | -14 | -8 | -3 | 1 | -9 | -10 | -1 | 4 | 0.7
45 | O=C(O)CC1(CC(=O)N2CCC(C(=O)O)CC2)CCCC1 | -3 | -4 | 4 | 3 | -11 | 4 | -1 | -7 | 0.1
46 | CCOC(=O)C1CCN(S(=O)(=O)c2ccc3c4c2CC(=O)N4CC(C)S3)CC1 (stereo not given) | -6 | 31 | 19 | 8 | -9 | 16 | 3 | -7 | 0.6
47 | C=CCn1c(C)cc(C(=O)COC(=O)C2CC(=O)N(Cc3ccccc3)C2)c1C (stereo not given) | -28 | 2 | -9 | 17 | -8 | 15 | -4 | -7 | 1.9
48 | COCc1ccc(C(=O)Nc2ccccc2C(=O)NCc2cccnc2)cc1 | -4 | -1 | -5 | 2 | 0 | -4 | -4 | -16 | 2.4
49 | O=C(c1cc(-c2ccccc2Cl)nc2ccc(Br)cc12)N1CCN(c2ccccn2)CC1 | -21 | 59* | 13 | 5 | -11 | -21 | -2 | 15 | 3.2
50 | COc1ccc2oc(=O)c(C(=O)N3CCN(C(=O)c4ccccc4)CC3)cc2c1 | 1 | -11 | -5 | 2 | 4 | -19 | -4 | -9 | 1.2
51 | CC(=O)C1=C(O)C(=O)OC1c1ccc(C)cc1 (stereo not given) | -3 | 11 | -7 | 1 | -8 | 12 | -8 | 9 | 0.1
52 | Cc1ccc(S(=O)(=O)N2c3ccccc3-c3c(ssc3=S)C2(C)C)cc1 | -30 | -25 | 5 | 0 | -10 | 20 | -5 | -13 | -0.5

Of the compounds above, five have a thiophene ring, fused or not:
No. | structure | CHO parental Ca | TAAR1 antag | M1 antag | TAAR1 agonist | OXTR potentiate | CHO-K1 Ca PAM | M1 ag | CHO-K1 Ca antag | CHO-K1 Ca ag
3 | Cc1ccc2nc(NC(=O)CN(C)S(=O)(=O)c3ccc(Br)s3)sc2c1 | 17 | 42 | -6 | 12 | -9 | 15 | -1 | -7 | 1.1
20 | Cc1ccccc1C(=O)c1c[nH]c(C(=O)NCc2cccs2)c1 | -25 | 17 | 0 | 18 | 2 | 20 | -3 | -5 | 4.3
21 | CCCC(=O)Nc1nnc(-c2ccc(Cl)s2)o1 | -5 | -9 | -13 | 2 | -7 | 22 | -2 | -6 | -0.2
31 | O=C(CNC(=O)c1cccs1)NCC(=O)OCc1ccccc1Br | -10 | -19 | 11 | 2 | -2 | 9 | -4 | 0 | 3.1
35 | CC(=O)N1CCc2c(sc(NC(=O)CS(=O)(=O)c3ccc(F)cc3)c2C(N)=O)C1 | 4 | -23 | -8 | 1 | -7 | 12 | 0 | 2 | 0.9

Source: PubChem (The Scripps Research Institute Molecular Screening Center)
